PAX8 inh HTS: inhibitors of PAX8 transcriptional activity in RMG-I cells; RMG-I TPO-luciferase reporter, SteadyGlo, 24 h; inhibition, % at 12.6 µM; 360,000 compounds, 1.2% hits; AID 652154;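 active = mean replicate inhibition at least 60% with every replicate also reaching 60%; inconclusive = only one of the two criteria is met; inactive = mean below 60% and not all replicates reaching 60%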;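 note: luciferase light reporting Pax8 driven TPO promoter activity; plate controls were median of neutral control wells for no effect and mitoxantrone controls for full effect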
SIRT5 inh: sirtuin-5 (human) deacylase inhibition | 330,000 compounds, 1.1% hits | inhibition, % at 15 µM | Purified SirT5, succinyl-peptide AMC, trypsin-coupled fluorescence | AID 652115 | Q9NXA8; in the data active = inhibition above about 15%; inconclusive = no clear call, values can overlap the other calls
Target sequence (Q9NXA8 whole entry, looked up): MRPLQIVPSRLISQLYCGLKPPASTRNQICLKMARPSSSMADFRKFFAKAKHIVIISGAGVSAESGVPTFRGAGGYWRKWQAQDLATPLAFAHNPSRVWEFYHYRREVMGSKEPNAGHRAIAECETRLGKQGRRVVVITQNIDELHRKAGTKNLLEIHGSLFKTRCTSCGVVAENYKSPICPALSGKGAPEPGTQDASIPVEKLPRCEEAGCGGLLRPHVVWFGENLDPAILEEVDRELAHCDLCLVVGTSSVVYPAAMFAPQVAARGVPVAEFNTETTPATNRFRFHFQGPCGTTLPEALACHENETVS
EWS-Fli block: EWS/Fli transcriptional activity inhibition | 350,000 compounds, 0.67% hits | AID 651661 | inhibition, % at 12.6 µM | A673 NR0B1-luciferase reporter, viability-normalised;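 active = mean inhibition of at least 50% after viability correction, with every replicate also passing that limit; inconclusive = mean reaches 50% but only one of two replicates passes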;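 note: firefly luciferase signal divided by Alamar Blue viability fluorescence both relative to DMSO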
LGR2 antag: Drosophila LGR2 receptor signaling inhibition; inhibition, % at 9.99 µM; 380,000 compounds, 0.35% hits; HEK293 LGR2, CRE-luciferase, bursicon-stimulated, 4 h;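 active = drop in luminescence signal, shown as inhibition above about 50% in the replicate tests, limit read from the data, passing the limit was not always enough; inconclusive = probably only some replicates passing the limit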;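 note: agonist challenge used bursicon conditioned medium at about half maximal strength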
DENV2 CPE: inhibitors of DENV2 cytopathic effect. DENV2-infected cells, cytopathic effect rescue, plate reader. CPE inhibition, % at 9.99 µM. 350,000 compounds, 1.7% hits; in the data active = CPE inhibition above about 20%, passing the limit was not always enough; inconclusive = no clear call, values can overlap the other calls; tested in BHK-21 cells;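 note: 0% = median of neutral control wells and 100% = median of positive control wells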
ARNT TACC3 PPI: disrupts binding between human ARNT and TACC3; Q9Y6A5; AlphaScreen His-ARNT PAS-B/GST-TACC3 binding, luminescence; TACC3 fragment carries E629A point mutation; inhibition, % at 9.99 µM; 390,000 compounds, 0.66% hits;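 active = mean inhibition of replicates at least 50% and at least half of replicates each reaching 50%; inconclusive = half or more replicates reach 50% but mean below 50%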;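 note: 0% = complete ARNT plus TACC3 wells and 100% = ARNT alone without TACC3; many hits fall short of the cut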
CASP6 VEID inh: caspase-6 (human) enzyme inhibition; 350,000 compounds, 0.53% hits; purified caspase-6, Z-VEID-R110 cleavage fluorescence; inhibition, % at 12.5 µM; P55212; AID 686996;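 active = mean inhibition across replicates at least about 35%, with every replicate also reaching that limit, limit read from the data; inconclusive = only one of the two criteria met; inactive = neither criterion met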;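 note: 0% = median of neutral control wells and 100% = no fluorescence left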
Target sequence (P55212 24-179 limits assumed): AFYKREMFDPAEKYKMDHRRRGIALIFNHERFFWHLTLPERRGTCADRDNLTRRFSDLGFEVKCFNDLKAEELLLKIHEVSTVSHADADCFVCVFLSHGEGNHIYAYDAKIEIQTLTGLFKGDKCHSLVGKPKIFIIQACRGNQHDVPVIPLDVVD
Target sequence (P55212 194-293 limits assumed): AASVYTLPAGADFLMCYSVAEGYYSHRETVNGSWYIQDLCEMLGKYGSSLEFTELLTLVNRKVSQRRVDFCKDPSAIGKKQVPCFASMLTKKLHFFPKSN
An asterisk follows results filed as active; ? = inconclusive; · = no result given; & = joins results of further samples.

Values run as follows: DENV2 CPE	PAX8 inh HTS	ARNT TACC3 PPI	LGR2 antag	EWS-Fli block	CASP6 VEID inh	SIRT5 inh
[1] O=C(NNc1c([N+](=O)[O-])cc(C(F)(F)F)cc1[N+](=O)[O-])c1ccco1
  -7	31	25	7	8	-4	1
[2] O=C(C[C@H]1C[C@H]2c3cc(NC(=O)Nc4ccc(C(F)(F)F)cc4)ccc3O[C@H]2[C@H](CO)O1)NCc1ccc2c(c1)OCO2
  4	6	-11	0	11	-1	7
[3] C[C@H]1CCCCO[C@H](CN(C)C(=O)Nc2ccc3c(c2)OCO3)[C@@H](C)CN([C@@H](C)CO)C(=O)c2cc(NC(=O)CCCN(C)C)ccc2O1
  -12	-13	12	12	3	2	-1
[4] O=C(Nc1ccc2c(c1)[C@H]1C[C@H](CC(=O)N3CCCCC3)O[C@H](CO)[C@H]1O2)c1cccnc1
  4	-5	-9	2	-2	-1	4
[5] C[C@H](CO)N1C[C@H](C)[C@@H](CN(C)C(=O)Nc2cccc3ccccc23)Oc2ccc(NS(=O)(=O)c3ccccc3)cc2C1=O
  0	-13	4	-1	-7	-1	-3
[6] O=C(Cn1c(NCCCO)nc2ccccc21)c1ccc(F)cc1
  -3	9	0	8	-3	-2	-5
[7] CO[C@H]1CN(C)C(=O)c2cc(NC(C)=O)ccc2OC[C@@H](C)N(CC2CCCCC2)C[C@@H]1C
  ·	0	-11	-5	5	·	·
[8] CN1C(=O)c2cc(NC(=O)C3CCC3)ccc2OC[C@H]2O[C@@H](CC(=O)NCC3CCCCC3)CC[C@H]21
  8	0	·	6	0	0	-4
[9] COc1ccc(CCC(=O)Nc2c(C)n(C)n(-c3ccccc3)c2=O)cc1
  -2	13	-2	19	1	-1	-5
[10] CCN(CC)C(=O)c1cccc(-c2csc(C(O)c3ccco3)n2)c1 (stereo unspecified)
  -6	-8	·	-31	8	1	6

Continued, overlapping the part above by 2 compounds.
Values run as follows: DENV2 CPE	PAX8 inh HTS	ARNT TACC3 PPI	LGR2 antag	EWS-Fli block	CASP6 VEID inh	SIRT5 inh
[9] COc1ccc(CCC(=O)Nc2c(C)n(C)n(-c3ccccc3)c2=O)cc1
  -2	13	-2	19	1	-1	-5
[10] CCN(CC)C(=O)c1cccc(-c2csc(C(O)c3ccco3)n2)c1 (stereo unspecified)
  -6	-8	·	-31	8	1	6
[11] CN(C)c1ccc2c(c1)[C@H]1C[C@H](CC(=O)O)O[C@H](CO)[C@H]1O2
  0	-11	22	-36	8	0	-1
[12] CN(C(=O)c1cccc(NC(=O)Cc2ccc(NC(=O)C3CCCN(C(=O)C4CCC4)C3)cc2)c1)C1CCCCC1 (stereo unspecified)
  8	12	-7	2	2	1	-1
[13] C[C@H](CO)N1C[C@H](C)[C@H](CN(C)C(=O)NC2CCCCC2)Oc2ccc(NC(=O)Nc3ccccc3)cc2C1=O
  2	-7	19	-18	1	3	22*
[14] COc1ccc(S(=O)(=O)Nc2cccc3c2O[C@H](CN(C)S(=O)(=O)c2c(C)noc2C)[C@H](C)CN([C@@H](C)CO)C3=O)cc1
  -2	·	11	-17	-2	1	0
[15] COC(=O)CCCCC1SCC2NC(=O)NC21 (stereo unspecified)
  -6	15	1	-16	3	3	-2
[16] O=C(NCCNC(=O)c1cc(Cl)ccc1Cl)c1ccccn1
  2	0	-4	8	0	1	-2
[17] CO[C@H]1CN(C)C(=O)c2ccc(NC(=O)C3CC3)cc2OC[C@H](C)N(CC2CCCC2)C[C@H]1C
  ?	0	-5	17	5	-6	3
[18] CN=C1S/C(=C\c2c(OC)cc(OC)cc2OC)C(=O)N1C
  -2	7	6	0	-3	0	-3
[19] C[C@@H]1CN([C@@H](C)CO)C(=O)Cc2cc(NC(=O)NC3CCCCC3)ccc2O[C@@H]1CN(C)CC1CCCCC1
  1	3	-11	-8	3	·	0
[20] COc1ccc2c3c([nH]c2c1)[C@H](CO)N(C(=O)c1cccnc1)CC31CCN(Cc2cccnc2)CC1
  4	·	·	4	-1	·	·

A second format for 11 compounds above.
10) CCN(CC)C(=O)c1cccc(-c2csc(C(O)c3ccco3)n2)c1 (stereo unspecified)
11) CN(C)c1ccc2c(c1)[C@H]1C[C@H](CC(=O)O)O[C@H](CO)[C@H]1O2
12) CN(C(=O)c1cccc(NC(=O)Cc2ccc(NC(=O)C3CCCN(C(=O)C4CCC4)C3)cc2)c1)C1CCCCC1 (stereo unspecified)
13) C[C@H](CO)N1C[C@H](C)[C@H](CN(C)C(=O)NC2CCCCC2)Oc2ccc(NC(=O)Nc3ccccc3)cc2C1=O
14) COc1ccc(S(=O)(=O)Nc2cccc3c2O[C@H](CN(C)S(=O)(=O)c2c(C)noc2C)[C@H](C)CN([C@@H](C)CO)C3=O)cc1
15) COC(=O)CCCCC1SCC2NC(=O)NC21 (stereo unspecified)
16) O=C(NCCNC(=O)c1cc(Cl)ccc1Cl)c1ccccn1
17) CO[C@H]1CN(C)C(=O)c2ccc(NC(=O)C3CC3)cc2OC[C@H](C)N(CC2CCCC2)C[C@H]1C

assay / entry | 10 | 11 | 12 | 13 | 14 | 15 | 16 | 17
DENV2 CPE | -6 | 0 | 8 | 2 | -2 | -6 | 2 | ?
PAX8 inh HTS | -8 | -11 | 12 | -7 | · | 15 | 0 | 0
ARNT TACC3 PPI | · | 22 | -7 | 19 | 11 | 1 | -4 | -5
LGR2 antag | -31 | -36 | 2 | -18 | -17 | -16 | 8 | 17
EWS-Fli block | 8 | 8 | 2 | 1 | -2 | 3 | 0 | 5
CASP6 VEID inh | 1 | 0 | 1 | 3 | 1 | 3 | 1 | -6
SIRT5 inh | 6 | -1 | -1 | 22* | 0 | -2 | -2 | 3

18) CN=C1S/C(=C\c2c(OC)cc(OC)cc2OC)C(=O)N1C
19) C[C@@H]1CN([C@@H](C)CO)C(=O)Cc2cc(NC(=O)NC3CCCCC3)ccc2O[C@@H]1CN(C)CC1CCCCC1
20) COc1ccc2c3c([nH]c2c1)[C@H](CO)N(C(=O)c1cccnc1)CC31CCN(Cc2cccnc2)CC1

assay / entry | 18 | 19 | 20
DENV2 CPE | -2 | 1 | 4
PAX8 inh HTS | 7 | 3 | ·
ARNT TACC3 PPI | 6 | -11 | ·
LGR2 antag | 0 | -8 | 4
EWS-Fli block | -3 | 3 | -1
CASP6 VEID inh | 0 | · | ·
SIRT5 inh | -3 | 0 | ·

Further structures follow:
Values run as follows: DENV2 CPE	PAX8 inh HTS	ARNT TACC3 PPI	LGR2 antag	EWS-Fli block	CASP6 VEID inh	SIRT5 inh
[21] COc1ccccc1-c1ccc(C2[C@@H]3CN(Cc4cccc(F)c4)C[C@H]2N3)cc1 (stereo partly specified)
  -27&-27	7&0	·	-6	-4&1	·	·
[22] CC1CCC2(CC1)NC(=O)N(NC(=O)CSc1nnc(NC3CC3)s1)C2=O (stereo unspecified)
  -4	-15	-43	·	-7	1	-1
[23] CCN(CC)C(=O)C1CCN(S(=O)(=O)c2c(C)noc2/C=C/c2cccc(C)c2)CC1
  -1	18	·	34	-14	1	·
[24] CN1CCCN(C(=O)c2c(F)cccc2Cl)CC1
  0	8	0	-23	1	-2	0
[25] C[C@@H]1CN([C@H](C)CO)C(=O)c2c(c3ccccc3n2C)-c2ccccc2CO[C@H]1CN(C)C(=O)Nc1ccc(-c2ccccc2)cc1
  19	45	·	-1	0	0	-6
[26] CCCCn1c(N)c(N(CCOC)C(=O)C2CCN(S(=O)(=O)c3ccccc3)CC2)c(=O)[nH]c1=O
  -3	-7	0	16	-1	-3	-2
[27] Cc1nc2ccc(NC(=O)CCS(=O)(=O)c3ccccc3)cc2s1
  6	-37	·	-18	-54	-1	-7
[28] Cc1ccc(S(=O)(=O)N2CC(O)CC2C(=O)OCc2nc3sc(C)c(C)c3c(=O)[nH]2)cc1 (stereo unspecified)
  ·	1	-6	-10	·	·	·
[29] O=C(CN(C(=O)CCC(=O)Nc1nccs1)c1ccc(F)cc1)NCc1ccc(F)cc1
  2	9	-3	-9	7	2	-2
[30] CCOC(=O)C1CCCN(C(=O)COc2ccc(C(C)(C)C)cc2)CC1 (stereo unspecified)
  0	-31	·	-24	29	2	·
[31] O=C(C[C@H]1CC[C@@H]2[C@H](COC[C@H](O)CN2C(=O)c2ccc(F)cc2)O1)NCc1cccc(F)c1
  9	-21	-21	-6	-4	-1	-5
[32] COCC(C)n1c(C)cc(C(=O)COC(=O)c2nn(C)c(=O)c3ccccc23)c1C (stereo unspecified)
  3	12	·	-14	-6	1	·
[33] CCOC(=O)C1=CC[C@@H](c2ccccc2)C(C#N)(C#N)[C@H]1/C=C/c1ccccc1
  3	7	·	-30	4	0	0
[34] C[C@H](CO)N1C[C@H](C)[C@@H](CN(C)Cc2ccc3cccnc3c2)OCc2cnnn2CCCC1=O
  4&11&-1	1&1	3&2	5&4	9&-2&-2	-1&1&-3	1&-1&-2
[35] O=C(O)c1cc(Sc2ccc(Br)cc2)nc2ccccc12
  2	7	-2	-2	-5	-1	·
[36] O=S(=O)(NCC1CCCO1)c1ccc(S(=O)(=O)N(Cc2ccc(F)cc2)Cc2ccco2)cc1 (stereo unspecified)
  ·	25	4	8	·	·	·
[37] N/C(=N\OC(=O)c1ccc(Cl)cc1[N+](=O)[O-])c1ccccn1
  2	-40	-15	-3	-45	-1	1
[38] COCC(=O)N1C[C@@H](C)[C@@H](OC)CN(C)C(=O)c2cc(NC(=O)Nc3cccc(F)c3)ccc2OC[C@@H]1C
  -3	0	0	-12	12	-4	3
[39] O=C(c1cc2ccc([N+](=O)[O-])cc2oc1=O)N1CCOCC1
  8	7	1	-2	0	-5	-2
[40] O=C(NCc1ccco1)c1ccc(CS(=O)Cc2cccc(Cl)c2)o1 (stereo unspecified)
  3	4	5	5	-7	2	-2
[41] COc1ccc(NC(=O)N(C)C[C@@H]2Oc3ccc(NC(=O)Nc4ccccc4)cc3C(=O)N([C@H](C)CO)C[C@@H]2C)cc1
  8	-26	-1	-5	-2	1	-4
[42] CC[C@H](C)[C@@H]1NC(=O)c2cc([N+](=O)[O-])cc(I)c2SC[C@@H](C(N)=O)NC(=O)[C@H](CCCCN)NC1=O
  ?	-22	·	22	-5	0	·
[43] CC(C)C[C@H]1CNC(=S)N1CC1CCN(CCCC2CCCC2)CC1
  -2	1	8	-5	14	-13	-1
[44] Cc1ccc2c(c1)c(=O)c(Br)c(C)n2Cc1ccccc1
  ·	-4	-2	4	-5	·	·
[45] CCOC(=O)C1CCCN(C(=O)CNS(=O)(=O)c2ccc(Br)s2)C1 (stereo unspecified)
  2	·	6	3	1	-6	-1
[46] O=C(c1ccco1)N1CCN(Cc2ccc(F)cc2Cl)CC1
  5	-9	4	-36	-87	-2	0
[47] O=[N+]([O-])c1ccc(N2CCN(c3ccccc3Cl)CC2)cn1
  -5	1	1	4	·	-2	3

Screening data (PubChem)
